# Bioassay records (PubChem BioAssay)
# TAG inh: triacylglycerol accumulation inhibition; inhibition, % at 12.5 µM; AID 651582; actives 0.66% (n = 230,000); H9c2 cells, Nile Red lipid (TAG) fluorescence; cells loaded with 200 µM oleic acid;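 active = pattern-corrected inhibition of lipid staining of at least 50% with the nuclear-stain viability signal not falling by more than 50%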;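 also: 0% = DMSO wells and 100% = triacsin C control wells; some results filed as inactive read as strong as hits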
# TAG inh DAPI viability: second read-out of TAG inh, no call of its own (marks repeat the call); DAPI nuclei signal change (viability), lower = more cytotoxic, %;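 whole-well DAPI fluorescence read on a plate reader as a viability signal; minus 50 percent equals half of cells still viable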
# * = called active by the depositor. The list is partial (hit frequency here may not be typical).
SMILES,TAG inh,TAG inh DAPI viability
Nn1c(Cc2ccccc2F)nnc1SCC(=O)Nc1cccc(S(=O)(=O)NC2=NCCCCC2)c1,3,-12
COC(=O)c1nc2ccccn2c1F,-3,0
NS(=O)(=O)c1ccc(CNC(=S)NC(=O)c2ccco2)cc1,-2,-7
Cc1ccc(S(=O)(=O)N2CCCCC2)c(C)c1NS(C)(=O)=O,-5,-3
O=C(NCc1ccc(F)cc1)c1cccs1,-14,-5
Cc1ccc(-n2cc(CN3CCNC(=O)CC3)c(-c3cccc(C)c3)n2)cc1,7,19
Cc1cccc(N2CCN(C(=O)C3CCCN(S(=O)(=O)c4cnc[nH]4)C3)CC2C)c1 (configuration not stated),-6,7
COC(=O)Cn1nc(-c2ccc(C)cc2)c2ccccc2c1=O,12,12
CN(C)c1cccc(NC(=O)C2Cc3c(-c4ccc(Cl)cc4)ccnc3O2)c1 (configuration not stated),3,-10
CC1CC(=O)N(c2ccc(N(C)Cc3ccccc3)c([N+](=O)[O-])c2)C1=O (configuration not stated),-8,10
CN(C)S(=O)(=O)c1ccc2c(c1)nc(CCC(=O)NCC1CCCCC1)n2C,8,-6
CN1C(=S)N(c2cccnc2)C(=O)/C1=C\c1ccc(N(C)C)cc1,-9,4
Cc1cc(C)cc(N(CC(=O)NCCSCc2ccccc2)S(C)(=O)=O)c1,9,4
O=C1CC(C2CCCO2)C(=O)N1c1cccc(Cl)c1 (configuration not stated),-6,3
N#Cc1ccc(C(=O)N2CCCCC2c2cc(C(=O)Nc3cccc(C#N)c3)no2)cc1 (configuration not stated),-12,-5
C/C(=N/NS(=O)(=O)c1ccccc1)c1ccc(NC(=O)C2CC2)cc1,16,-14
COc1ccc(N(C(=O)c2cccnc2)S(=O)(=O)c2cccc([N+](=O)[O-])c2)cc1,7,-3
COc1ccc(NS(=O)(=O)c2ccc(N/N=C(\C)c3ccncc3)c([N+](=O)[O-])c2)cc1,1,-11
CCn1c2ccccc2c2cc(/C=N/O)ccc21,20,-8
CC(=O)c1cccc(NC(=S)NCCc2ccc(F)cc2)c1,-15,-6
COC(=O)c1ccc(CON2C(=O)c3ccccc3C2=O)cc1,7,-5
CC(=O)c1cccc(NC(=O)c2sc(Cl)nc2C)c1,9,-1
Cn1c(SCC(=O)Nc2ccc(Br)cc2F)nnc1-c1ccco1,-11,0
Nc1ccc(C(=O)N(CCO)CCO)cc1,-2,4
CC(=O)c1ccc(NC(=O)CSc2ccc(-c3sc(C)nc3C)nn2)cc1,-21,27

# Gathered by group, the compounds so far with a furan ring, fused or not (2)
SMILES,TAG inh,TAG inh DAPI viability
NS(=O)(=O)c1ccc(CNC(=S)NC(=O)c2ccco2)cc1,-2,-7
Cn1c(SCC(=O)Nc2ccc(Br)cc2F)nnc1-c1ccco1,-11,0

# New compounds follow:
SMILES,TAG inh,TAG inh DAPI viability
Cc1ccccc1/C=C/C1=NCCN1,-8,7
O=C(Nc1ccc(F)c(Cl)c1)C1CC(=O)n2c(nc3ccccc32)N1 (configuration not stated),27,-11
CN(CC(=O)Nc1ccc(Cl)c(C(F)(F)F)c1)C(=O)CCCNC(=O)c1ccc(Cl)cc1,4,-2
Cc1ccc2nc(-c3sc4nc(C)cc(C)c4c3N)[nH]c2c1,26,58
CCOC(=O)C1Cn2c(nc3c(c2=O)C(C)(CC)Cc2ccccc2-3)S1 (configuration not stated),-18,15
O=C(C1c2ccccc2C(=O)N2CCc3ccccc3C12)N1CCN(Cc2ccccc2)CC1 (configuration not stated),0,10
CC(Sc1nc(N)cc(N)n1)C(=O)NCCC1=CCCCC1 (configuration not stated),-22,6
O=C(CCl)Nc1ccccc1Sc1ccccc1,15,-3
COc1ccc(CCNC(=O)CN(c2ccccc2)S(=O)(=O)c2ccccc2)cc1,-8,-3
COc1ccc(NS(=O)(=O)c2cccc(C(=O)NN=C(C)c3ccco3)c2)cc1,15,-7
O=C(CSc1nc2c(cnn2-c2ccccc2)c(=O)[nH]1)N1CCCCC1,11,-3
CC(C)(C)c1ccc(S(=O)(=O)Nc2ccc(C(O)(C(F)(F)F)C(F)(F)F)cc2)cc1,27,0
Cc1ccccc1OCC(=O)Nc1ccccc1C(=O)NC1CC1,-9,3
CCc1ccc(NC(=O)C(C)n2nc(C)c([N+](=O)[O-])c2C)cc1 (configuration not stated),-2,-5
Cn1nc(-c2ccccc2)c(-c2nc(-c3cccc(C(F)(F)F)c3)no2)c1Cl,7,-2
COc1ccc(OCC(O)CNC(=O)Nc2ccc(C(C)(C)C)cc2)cc1 (configuration not stated),-14,9
COc1ccc(C(c2sc3nc(C)nn3c2O)N2CCC(C(N)=O)CC2)cc1OC (configuration not stated),15,-3
CCCCn1c(=N)n(CC(=O)c2ccc(Br)s2)c2ccccc21,70*,-26*
C(=N\N1CCN(c2ccccc2)CC1)/c1ccccc1,-8,10
O=C(CNC(=O)c1cccs1)OCC(=O)c1ccccc1Cl,4,-2
CCCCCCCC1CC(CSc2ncn[nH]2)OC1=O (configuration not stated),18,-2
C=CCn1c(CCNC(=O)c2ccccc2F)nnc1SCC(=O)Nc1ccc(OC)cc1,3,1
CCC(=O)N/N=C/c1ccc(-c2ccc(Cl)cc2)o1,-1,-5
CCCCn1c(N)c(N(CC(C)C)C(=O)c2cc(-c3ccc(OC)cc3)nc3ccccc23)c(=O)[nH]c1=O,-3,-9
CC(C)(C)c1ccc(CC(=O)N2CCC2(C)C(=O)NS(=O)(=O)c2ccc(Cl)cc2)cc1 (configuration not stated),9,-4
SMILES,TAG inh,TAG inh DAPI viability
CS(=O)(=O)c1ccc(-c2sc3ccccc3c2C(=O)N2CCN(c3ccc(F)cc3)CC2)cc1,8,-3
Cc1ccnc(SCC(=O)c2cccs2)n1,4,-2
O=C(CCl)N(O)c1ccc(C=Cc2ccccc2)cc1,35,-10
Cc1ccc(C(=O)CSc2nc3ccc(C(=O)NCCN4CCCCC4)cc3c(=O)[nH]2)cc1,16,3
Clc1ccccc1CN1CCc2sccc2C1,5,-2
O=C(CN1CCC(NC(=O)c2ccco2)CC1)Nc1cccc2ccccc12,18,3
CCCc1cc(=O)[nH]c(SCC(=O)Nc2cc(S(=O)(=O)N3CCCCC3)ccc2Cl)n1,-5,5
Cc1cccc(-n2c(Cc3cc(=O)[nH]c(=O)[nH]3)nnc2SC(C)C)c1,-2,10
COc1cccc(C(=O)/C=C2\Sc3ccccc3N2C)c1,-8,4
CCCCCC(=O)N1C[C@@H](O)[C@H](n2cc(-c3ccc(F)cc3)nn2)C[C@@H]1c1ccc(OC)cc1,10,-10
Cc1cccc(C)c1NC(=S)Nc1ccc(F)cc1,-3,1
CCOC(=O)c1csc(Nc2nc3ccc(F)cc3s2)n1,2,4
O=C(NC1=NCCS1)c1ccc(N2CCCC2=O)cc1,-4,4
O=C(CC1CCCC1)NNC(=O)c1ccc(Br)cc1,12,0
O=C1NCN(c2ccccc2)C12CCN(c1nnnn1-c1ccccc1)CC2,1,-4
CC(C)(C)[C@@H]1COC(=O)[C@H](Cc2ccc(F)cc2)CC/C=C\C[C@@H](CC(=O)N(CCO)Cc2ccccc2)C(=O)N1,43,2
COCCNC(=O)c1ccc(CS(=O)(=O)c2ccc(OC)cc2)o1,5,0
Nc1[nH]c(=O)nc(Nc2ccccc2)c1N=O,14,-11
O=C(Nc1nnc(-c2ccncc2)o1)c1ccccc1F,-12,-11
CC(C)CC(NS(=O)(=O)c1cc(C(=O)O)ccc1Cl)C(=O)O (configuration not stated),-9,1
CCOC(=O)CNC(=O)CSc1nc(-c2cccc(C)c2)ns1,-5,-5
O=C(C(=O)N1CCCCCC1)c1c[nH]c2ccccc12,-13,-6
CC(C(=O)NC1CCCC1)N1C(=O)c2cccc3cccc1c23 (configuration not stated),-18,-4
Cn1c(=O)c(=O)n(C)c2cc([N+](=O)[O-])c(N3CCOCC3)cc21,5,-4
NC(=O)c1ccc(N2CCCCC2)c(N2C(=O)C3CC=CCC3C2=O)c1 (configuration not stated),2,5
SMILES,TAG inh,TAG inh DAPI viability
CCN(C(=O)COC(=O)c1ccc2c(c1)OCO2)c1c(N)n(Cc2ccccc2)c(=O)[nH]c1=O,4,-1
Cc1ccc(NC(=S)Nc2cccc3cnccc23)c(C)c1,3,-9
Cc1ccccc1-c1noc(-c2ccccc2C(=O)NCc2ccco2)n1,5,-3
COc1ccc(C2=NN(C(=O)CCCC(=O)O)C(c3cccs3)C2)cc1OC (configuration not stated),3,3
COc1ccccc1-c1cnc(C(O)c2cccc(F)c2)[nH]1 (configuration not stated),2,-9
O=C(COC(=O)CC1CCS(=O)(=O)C1)Nc1ccc(F)cc1 (configuration not stated),4,2
Cc1ccc2cccc(OCC(=O)Nc3ccc4c(c3)OCO4)c2n1,-18,7
Cc1ccc2c(c1)COc1c3ccc(C(=O)N4CCCCC4)cc3nn1-2,-2,6
COc1ccc(C(=O)Nc2ccc3c(c2)OCCO3)cc1S(=O)(=O)N1CCOCC1,14,-3
Cc1cccc(-n2c(SCc3cc(=O)n4ccsc4n3)nc3ccccc32)c1,-5,-3
Cc1ccsc1C(=O)OCC(=O)NCCCc1ccccc1,-2,6
COc1ccc(C(=O)Nc2cccc(-c3nnc(-c4ccco4)o3)c2)cc1,14,-3
Nc1ccc2c(c1)-c1ccccc1S(=O)(=O)N2,-2,-10
COCCNc1ncnc2c1[nH]c1ccccc12,-12,-5
CC1CCCCN1C(=O)c1ccc(C(=O)c2ccccc2)cc1 (configuration not stated),6,3
COc1cc(/C=C(\NC(=O)c2cc(OC)c(OC)c(OC)c2)C(=O)NC(C(=O)O)c2ccccc2)cc(OC)c1OC (configuration not stated),11,3
Cc1ccc([N+](=O)[O-])cc1NC(=S)NC(=O)c1c(Cl)cnn1C,21,7
CC1(c2ccc(Cl)cc2Cl)NC(=O)N(CC(=O)NCCC2=CCCCC2)C1=O (configuration not stated),17,-8
CCN(CC(=O)Nc1cccc(C(C)=O)c1)S(=O)(=O)c1ccc(C)cc1,-7,-13
NC(=O)c1cccc(NC(=O)Nc2ccc(Cl)cc2)c1,-7,3

# Looked up above.
# Cc1ccc2cccc(OCC(=O)Nc3ccc4c(c3)OCO4)c2n1 in TAG inh = -18
# COc1ccc(C(=O)Nc2ccc3c(c2)OCCO3)cc1S(=O)(=O)N1CCOCC1 in TAG inh = 14
# Cc1ccc(NC(=S)Nc2cccc3cnccc23)c(C)c1 in TAG inh DAPI viability = -9
# COc1cc(/C=C(\NC(=O)c2cc(OC)c(OC)c(OC)c2)C(=O)NC(C(=O)O)c2ccccc2)cc(OC)c1OC (configuration not stated) in TAG inh DAPI viability = 3
# CC1CCCCN1C(=O)c1ccc(C(=O)c2ccccc2)cc1 (configuration not stated) in TAG inh = 6
# Cc1ccc([N+](=O)[O-])cc1NC(=S)NC(=O)c1c(Cl)cnn1C in TAG inh DAPI viability = 7

# Full records as entered above. Order of values: TAG inh	TAG inh DAPI viability
# Profile of COC(=O)c1ccc(CON2C(=O)c3ccccc3C2=O)cc1 : 7	-5
# Profile of O=C(NCc1ccc(F)cc1)c1cccs1 : -14	-5
# Profile of C/C(=N/NS(=O)(=O)c1ccccc1)c1ccc(NC(=O)C2CC2)cc1 : 16	-14
# Profile of CC(=O)c1ccc(NC(=O)CSc2ccc(-c3sc(C)nc3C)nn2)cc1 : -21	27
# Profile of Cn1nc(-c2ccccc2)c(-c2nc(-c3cccc(C(F)(F)F)c3)no2)c1Cl : 7	-2
